S1P2 agonist: agonists of human S1P2 receptor. activation, % at 4.5 µM. 0.46% of 97,000 active. O95136. S1P2-expressing cell line, agonist reporter read-out; in the data active means activation above about 16%;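 further: 0% = vehicle low control and 100% = maximal reference agonist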
Target sequence (O95136 whole entry, looked up): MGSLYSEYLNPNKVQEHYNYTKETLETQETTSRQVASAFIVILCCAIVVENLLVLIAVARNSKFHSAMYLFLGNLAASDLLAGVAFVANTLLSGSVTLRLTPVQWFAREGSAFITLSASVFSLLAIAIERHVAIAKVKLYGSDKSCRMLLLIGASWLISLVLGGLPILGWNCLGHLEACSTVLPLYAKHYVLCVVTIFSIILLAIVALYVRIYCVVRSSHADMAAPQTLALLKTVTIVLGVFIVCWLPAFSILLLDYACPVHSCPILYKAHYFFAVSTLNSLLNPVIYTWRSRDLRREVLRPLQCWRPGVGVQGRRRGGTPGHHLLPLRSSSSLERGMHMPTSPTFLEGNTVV
PLK1 kinase inh: PLK1 (human) kinase inhibition. P53350. recombinant PLK1 kinase, TR-FRET peptide phosphorylation. inhibition, % at 10 µM. 0.53% of 97,000 active;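 active means inhibition of 50% or more in the single-concentration screen; inactive means inhibition below 50%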;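 further: 0% = DMSO max control and 100% = H-89 dihydrochloride min control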
HIV Rev-RRE inh: inhibitors of HIV-1 Rev-RRE RNA interaction; AID 704; 0.79% of 97,000 active; inhibition, % at 8 µM; P05866; Rev peptide-RRE RNA binding, FRET;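 active means inhibition above the screen-wide mean plus 3 SD, cut at about 35% in these data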;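 further: 0% = median DMSO wells and 100% = median Neomycin B control wells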
Target sequence (P05866 whole entry, looked up): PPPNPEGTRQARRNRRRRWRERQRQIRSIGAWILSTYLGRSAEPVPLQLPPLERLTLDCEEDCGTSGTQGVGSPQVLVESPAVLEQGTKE
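Assay system: Rev peptide and RRE RNA, both fluorescently labelled; times: 5 min preincubation and 15 min binding, 25 °C; detection: FRET, ex 480 nm, em 540 and 671 nm; read-out basis: % inhibition from 671/540 nm acceptor-to-donor ratio, scaled between controls; benchmarks: DMSO low control, neomycin B high control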
MT1-MMP txn act: activates MT1-MMP transcription. activation factor at 10 µM. AID 750. HT1080 MT1-MMP promoter luciferase reporter, luminescence, overnight; active compounds read high. 0.16% of 86,000 active;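 active means activation factor of at least 2 for MT1-MMP transcription at 10 µM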
PLK1 PBD inh: Plk1 (human) PBD binding inhibition | Plk1 PBD phosphopeptide binding, fluorescence polarization | inhibition, %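 (tested at about 20 µM)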 | 0.13% of 97,000 active; in the data active means inhibition above about 34%, passing the limit was not always enough
EphB4 ephrin blk: EphB4-ephrin-B2 interaction antagonism; P54760; EphB4 LBD / TNYL-RAW-Alexa532 peptide, fluorescence polarization; inhibition, % at 7 µM; 0.15% of 97,000 active; AID 720;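 active means inhibition above the screen-wide mean inhibition plus 3 SD, cut at about 15% in these data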;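 further: 0% = DMSO wells and 100% = excess unlabeled TNYL-RAW peptide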
S1P2 blocker: S1P2 (human) receptor antagonism; O95136; cell-based S1P2 antagonist assay, inhibition at 5 uM; inhibition, % at 5 µM; 0.21% of 97,000 active; AID 736; in the data active means inhibition above about 45%;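 further: CRE beta-lactamase reporter cells expressing human S1P2 stimulated with S1P; 0% = agonist at EC80 alone and 100% = agonist plus reference antagonist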
PLAP act: human PLAP activation; purified PLAP enzyme, luminescent substrate read-out; active compounds read high; AID 696; 1.2% of 96,000 active; activation fold at 20 µM; in the data active means activation fold above about 2
Target sequence (P05187 whole entry, looked up): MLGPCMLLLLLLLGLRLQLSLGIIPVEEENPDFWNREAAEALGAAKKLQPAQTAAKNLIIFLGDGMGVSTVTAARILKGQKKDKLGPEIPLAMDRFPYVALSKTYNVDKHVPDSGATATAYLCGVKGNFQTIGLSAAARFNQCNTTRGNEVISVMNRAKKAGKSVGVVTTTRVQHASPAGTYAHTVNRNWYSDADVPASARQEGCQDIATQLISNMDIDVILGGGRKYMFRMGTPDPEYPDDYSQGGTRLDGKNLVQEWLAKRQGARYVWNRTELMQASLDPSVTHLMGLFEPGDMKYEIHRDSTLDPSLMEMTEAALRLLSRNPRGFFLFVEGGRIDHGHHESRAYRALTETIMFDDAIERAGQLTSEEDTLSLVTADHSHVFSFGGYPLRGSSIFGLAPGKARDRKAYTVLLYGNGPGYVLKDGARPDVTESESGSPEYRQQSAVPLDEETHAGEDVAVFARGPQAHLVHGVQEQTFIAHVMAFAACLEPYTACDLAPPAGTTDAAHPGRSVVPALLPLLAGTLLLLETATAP
FAK inh: blocks human focal adhesion kinase activity; 0.84% of 97,000 active; biochemical FAK kinase activity assay; Q05397; inhibition, %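 (tested at 7 µM)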; in the data active means inhibition above about 19%;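 further: 0% = DMSO and 100% = reference compound high control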
The depositor's hits bear a star; nt = no result given. Hits appear at their usual frequency; about 3.9% have a hit in one of these screens.

SMILES	S1P2 agonist	PLK1 kinase inh	HIV Rev-RRE inh	MT1-MMP txn act	PLK1 PBD inh	EphB4 ephrin blk	S1P2 blocker	PLAP act	FAK inh
CCC(C)c1ccc2oc(-c3ccc(NC(=O)Cn4cnc5c(=O)n(C)c(=O)n(C)c54)cc3)nc2c1 (stereo unspecified)	-3	-8	-2	1.4	8	-4	-2	1.5	1
O=C(CCN1C(=O)S/C(=C\c2ccccc2)C1=O)Nc1ccc(S(=O)(=O)Nc2nccs2)cc1	-2	-12	-5	nt	-46	-3	-10	1.1	-4
Cc1cccc(C)c1NC(=O)CSc1nnc([C@H](C)NC(=O)OC(C)(C)C)o1	-7	2	-5	1.1	-13	0	4	1.1	-3
COc1ccc(OCCSc2nnc(C)n2-c2ccccc2)cc1	-4	-12	15	1.1	-6	11	-2	nt	0
O=C(CSc1nc(-c2ccccc2)c(-c2ccccc2)o1)N1CCOCC1	-5	-8	4	1.1	1	1	-3	1.2	5
Cc1ccccc1CSc1n[nH]c(NS(=O)(=O)c2ccccc2)n1	-2	-14	11	nt	25	-4	7	1.2	3
CCN(c1cccc(C(F)(F)F)c1)S(=O)(=O)c1ccc2c(c1)CCN2C(C)=O	-3	-32	16	nt	5	-2	-22	1.2	4
Cc1cc(NC(=O)c2c(Cl)cnn2C)no1	-7	-3	3	nt	-13	0	-7	0.9	-3
COc1cc(CC(=O)Oc2ccc3c(c2)OCO3)cc(OC)c1OC	-4	-10	5	1	-6	6	13	0.9	7
CN1CCN(CCC(=O)Nc2cccc(F)c2)CC1	-3	-3	13	1.1	18	3	13	0.9	4
O=S(N1CCCCCC1)C12CC3CC(CC(C3)C1)C2 (stereo unspecified)	-3	-2	4	1.1	-8	4	11	1.5	7
Cc1nn(Cc2ccc(Cl)cc2Cl)c(C)c1NC(=O)Cn1nc([N+](=O)[O-])c(Cl)c1C	-3	-13	7	nt	-9	-3	16	1.3	0
CCCCC(O)(C(NC=O)C(=O)OC)C(F)(F)F (stereo unspecified)	-6	-6	4	1.1	11	2	11	1.1	3
CC(Oc1ccccc1Cl)C(=O)/C=C/N(C)C (stereo unspecified)	-8	-7	5	nt	-6	4	8	0.9	0
CCC(C)(C)n1nnnc1C(c1ccc(C)cc1)N1CCC(C)CC1 (stereo unspecified)	-3	-4	-1	1.1	-17	-2	-2	1.4	-6
COc1ccc(NC(=O)c2cccnc2N2CCCC2)cc1	-1	-2	11	1	8	-4	4	0.9	-3
O=C(NC(Cc1ccccc1)c1ccc2c(c1)OCCCO2)c1ccc(F)cc1 (stereo unspecified)	-3	-8	3	nt	7	-9	-1	1.8	-1
CC1(C)OC(=O)C(=CNC(Cc2c[nH]c3ccccc23)C(=O)O)C(=O)O1 (stereo unspecified)	-1	-13	3	1.2	-7	6	-83	1.2	-2
C=CCSc1nc(N)c(C#N)c(-c2ccc(C)cc2)c1C#N	-3	-14	6	1.1	0	3	-11	0.9	2
CC1=C(C(=O)Nc2cccnc2)C(c2ccc(C(C)C)cc2)n2ncnc2N1 (stereo unspecified)	-4	-3	-2	1.2	15	-9	-5	nt	1
O=C(CN1C(=O)c2cccc3cccc1c23)N1CCN(c2ccccc2)CC1	-3	-5	2	1.2	2	3	-9	0.9	-2
COc1cccc(/C=N/NC(=O)CC2C(=O)NN=C2C)c1OC (stereo unspecified)	-9	-4	3	nt	0	1	5	1.1	0
CCOc1ccc(NC(=O)CSc2nnc(C)n2CC2CCCO2)cc1 (stereo unspecified)	-4	-8	5	1.1	17	4	-46	0.9	0
O=C(Nc1ccccc1C(=O)N1CCCCCC1)c1cccc(S(=O)(=O)N2CCOCC2)c1	-5	-10	10	0.9	-11	10	-4	0.9	0
CCC(=O)Nc1cc2c(cc1C(=O)CC)OCCO2	-4	-15	-2	1.1	-7	-3	-34	1.1	1

Next section (3 carried over from the part before).
SMILES	S1P2 agonist	PLK1 kinase inh	HIV Rev-RRE inh	MT1-MMP txn act	PLK1 PBD inh	EphB4 ephrin blk	S1P2 blocker	PLAP act	FAK inh
CCOc1ccc(NC(=O)CSc2nnc(C)n2CC2CCCO2)cc1 (stereo unspecified)	-4	-8	5	1.1	17	4	-46	0.9	0
O=C(Nc1ccccc1C(=O)N1CCCCCC1)c1cccc(S(=O)(=O)N2CCOCC2)c1	-5	-10	10	0.9	-11	10	-4	0.9	0
CCC(=O)Nc1cc2c(cc1C(=O)CC)OCCO2	-4	-15	-2	1.1	-7	-3	-34	1.1	1
COc1ccc(Cl)cc1S(=O)(=O)N1CCN(Cc2ccc3c(c2)OCO3)CC1	-1	-10	6	1.1	-6	6	18	1.4	-4
CN(C)S(=O)(=O)c1ccc(N2CCCC2)c(C(=O)NC(c2ccccc2)c2ccccc2)c1	-1	-4	0	nt	12	3	-10	1.3	-2
COc1cccc(C2CC(C(F)(F)F)n3ncc(C(=O)Nc4c(C)n(C)n(-c5ccccc5)c4=O)c3N2)c1 (stereo unspecified)	-6	-12	4	nt	9	-1	17	nt	1
CCC(=O)N(Cc1ccc(S(N)(=O)=O)cc1)C1CC(=O)N(c2ccc(OC)cc2)C1=O (stereo unspecified)	-8	-7	8	1.2	4	-4	6	1.1	-7
O=S(=O)(c1ccc(S(=O)(=O)n2cnc3ccccc32)cc1)N1CCCCCC1	1	-11	6	1.1	10	-1	0	0.9	1
CC(=O)Nc1nc(-c2ccccc2)nc(C)c1C(C)=O	-10	-8	1	1	-3	-5	-1	1	1
c1ccc(-c2nnc(-c3ccccc3)o2)cc1	0	-8	1	1.6	-9	-2	-101	0.9	-3
COc1ccc(/C=c2/sc3n(c2=O)NC2(c4ccccc4)N(C)C(=O)N(C)C2(c2ccccc2)N=3)cc1 (stereo unspecified)	-5	-2	7	1.1	-1	5	5	1.5	-2
CCOc1ccccc1NC(=O)CC1Nc2cc(C)c(C)cc2NC1=O (stereo unspecified)	-2	-6	15	1.1	-28	-3	-13	1.4	4
COc1cc(C2CC(=O)NC3=C2C(=O)CC(C)(C)C3)ccc1O (stereo unspecified)	-2	-14	6	1.1	-20	1	-13	1.2	3
CCCS(=O)(=O)N1CCCC(C(=O)NC(C)c2ccc3c(c2)OCCO3)C1 (stereo unspecified)	-3	-12	2	1.2	23	-4	4	0.9	0
CC(C)CNC(=S)NC1CC2CCCC(C1)N2Cc1ccco1 (stereo unspecified)	-9	-11	-4	nt	-5	-4	-16	1	2
CSc1nc2c(c(=O)n1Cc1ccccc1)SC(C)C2 (stereo unspecified)	-1	-13	8	1	9	-5	-46	0.7	3
COc1cc(/C=N\Nc2nc3ccccc3o2)cc(OC)c1OC	5	-11	1	1.3	31	2	-18	nt	4
CC(N=c1ccccn1C(=O)Nc1cccc(C(F)(F)F)c1)c1ccco1 (stereo unspecified)	-5	-5	10	1.2	-29	-4	-15	0.9	-2
Nc1c(C(=O)NCc2ccco2)sc2nc3c(cc12)C(=O)CCC3	-7	15	3	1.1	9	-1	-13	1	9
Cc1ccccc1-n1nc(C)c2cc(C(=O)N3CCN(S(=O)(=O)c4ccc(F)cc4)CC3)sc21	-7	-13	5	0.9	-10	4	13	1.5	5
CCOC1(C(F)(F)F)NC(=O)N(Cc2ccc(OC)cc2)C1=O (stereo unspecified)	-3	-3	-1	1.3	11	-2	0	1	0
O=C(Nc1ccccc1)N(CCN1CCOCC1)Cc1ccccc1F	-4	-7	0	1.4	0	8	0	1	0
O=C(CCSc1nc(-c2ccco2)cc(C(F)(F)F)n1)Nc1ccc2c(c1)OCO2	1	-17	15	1.2	4	-1	-37	0.9	-2
CCOc1ccc(-n2cnnn2)cc1S(=O)(=O)NC1CC1	-3	-15	11	1.1	12	5	4	0.9	1
Cc1ccc(-n2ncc3c(=O)n(Cc4cccnc4)cnc32)cc1	0	-7	13	1.2	-9	1	5	1	4
Cc1ccc(/C=N/NC(=O)CC2N=C(Cc3ccccc3)NNC2=O)cc1 (stereo unspecified)	-7	-8	8	1.2	19	5	-13	nt	-1
CC(=O)NS(=O)(=O)c1ccc(NC(=O)/C=C/c2ccccc2Cl)cc1	-5	-3	1	nt	19	-9	3	1.1	-5
CCOC(=O)c1c(NC(=S)Nc2ccccc2)sc2c1CCCCC2	2	-6	2	nt	-22	0	7	1	-1

Structural class: those above with an NH in an aromatic ring (two)
SMILES	S1P2 agonist	PLK1 kinase inh	HIV Rev-RRE inh	MT1-MMP txn act	PLK1 PBD inh	EphB4 ephrin blk	S1P2 blocker	PLAP act	FAK inh
Cc1ccccc1CSc1n[nH]c(NS(=O)(=O)c2ccccc2)n1	-2	-14	11	nt	25	-4	7	1.2	3
CC1(C)OC(=O)C(=CNC(Cc2c[nH]c3ccccc23)C(=O)O)C(=O)O1 (stereo unspecified)	-1	-13	3	1.2	-7	6	-83	1.2	-2

Later entries
SMILES	S1P2 agonist	PLK1 kinase inh	HIV Rev-RRE inh	MT1-MMP txn act	PLK1 PBD inh	EphB4 ephrin blk	S1P2 blocker	PLAP act	FAK inh
Cc1ccc(C)c(C(=O)NCc2ccncc2)c1	-5	-7	7	1.6	-8	0	-2	1.1	-2
Cc1ccccc1Cn1cc(NC(=O)COc2ccccc2)cn1	-10	-6	-4	nt	-18	1	15	0.8	-3
COc1ccc(C)cc1NC(=O)c1nc2nc(C)cc(C)n2n1	-4	-10	3	1.1	1	-1	17	nt	3
O=C(CC(O)(C(F)(F)F)C(F)(F)F)Nc1ccc(Cl)c(Cl)c1	-5	-9	8	0.8	-16	-2	24	0.9	1
O=C(NCc1cccs1)C1CCCN(S(=O)(=O)c2cccc3cccnc23)C1 (stereo unspecified)	-6	3	-1	1.3	0	-8	10	0.8	-3
C=CCOc1ccccc1/C=C/C(=O)O	-4	-5	3	nt	23	-9	-5	0.9	-1
CCOC(=O)c1sc(NC(=O)CSc2nnnn2-c2ccc(C)c(C)c2)nc1C	-3	-4	-2	1.1	20	6	-2	1.1	3
CCNS(=O)(=O)c1ccc(NC(=O)Cn2nc(C(F)(F)F)cc2C)cc1	-7	-10	2	1.1	-24	1	0	0.9	5
CCOC(=O)c1c(NC(=O)Cn2nnc(-c3ccc(Cl)cc3)n2)sc(C)c1C	0	-1	21	1.1	4	-8	8	1	-2
CCOC(=O)Nc1nnc(-c2ccc(OC)c(OC)c2)s1	-1	-4	5	1.1	-10	5	7	0.9	-2
CC(C)C(OC(=O)C1CCCO1)C(=O)NC1CCCC1 (stereo unspecified)	-2	-3	9	1.2	21	4	8	1	0
Cn1cc(SCC(N)=O)c2ccccc21	-4	-25	6	nt	25	-2	9	1	-1
COc1ccc([C@@H]2Sc3cc(OC)ccc3N(CCN(C(C)C)C(C)C)C(=O)[C@H]2OC(C)=O)cc1	-8	-6	3	1.1	-17	1	-4	nt	0
O=C(Oc1ccccc1)Oc1ccc2c(c1)oc(=O)c1ccccc12	-6	-10	8	nt	2	4	25	1.1	-10
O=C(NCc1cccs1)Nc1cccs1	-5	5	0	1.1	8	-1	9	1.1	1
CC(=O)c1cccc(N(CC(=O)Nc2cccnc2)S(C)(=O)=O)c1	-8	-7	10	1.1	0	7	7	1.2	1
CCn1[nH]c(=O)c(=Nc2c(C)n(C)n(-c3ccccc3)c2=O)cc1-c1ccc(Cl)cc1	-8	-9	2	1.2	5	4	15	1.5	4
Cc1nc(C)c(C(=O)Nc2ccccc2)s1	0	-7	5	1.2	19	-15	-1	0.8	1
COc1ccc(CN2CC(C(=O)NCc3ccc4c(c3)OCO4)CC2=O)cc1 (stereo unspecified)	-5	1	7	1.1	-25	7	-9	0.9	-2
CCn1c(SCc2nc(CC(=O)Nc3ccccc3OC)no2)nnc1-c1cccs1	-5	-5	9	1	-32	4	13	1.1	-5
CCCSC1=C(C#N)C(c2ccc(O)c(OC)c2)CC(=O)N1 (stereo unspecified)	-3	-7	-1	1.1	-11	-1	0	1	2
O=C(CC1CCCC1)Nc1nc2ccccc2[nH]1	-5	-15	9	1.7	-26	1	18	1.1	8
CC(=O)N(Cc1ccco1)C1(C(=O)NC2CCCC2)CCCCC1	-5	1	4	1.2	-19	3	-11	1.1	-1
Cc1ccc(C)c(-n2c(CNc3ccc(F)cc3)nnc2SCC(N)=O)c1	-7	-5	3	1.1	-34	-3	29	1.1	1
Cc1csc(NC(=O)CSc2nnc(CCNC(=O)c3cccs3)n2C)n1	-2	0	-5	1.1	-15	-1	13	nt	2
CCCc1noc2c1/C(=N\O)CC(CC(C)SCC)C2 (stereo unspecified)	1	-11	10	1.2	5	-2	-2	1.2	0

High-throughput results as filed in PubChem BioAssay.
